Bioassay records deposited in PubChem by NCI.
NCI-60 one-dose screen, 48 h, at 10 µM unless noted. Numbers give growth in % (100 = growth as untreated, 0 = no growth, -100 = all killed).
SNB-19: SNB-19 CNS cancer cells | AID 1794751 | hit rate 2.5% among 81,000
HCT-116: HCT-116 colon cancer | hit rate 7.3% among 82,000 | AID 1794798
HCT-15: HCT-15 colon cancer | hit rate 5.2% among 82,000 | AID 1794746
SF-539: SF-539 CNS cancer | hit rate 6.8% among 81,000
KM12: KM12 colon cancer cells | AID 1794800 | hit rate 5% among 82,000
SNB-75: SNB-75 CNS cancer; hit rate 5% among 79,000; AID 1794750
SF-295: SF-295 CNS cancer cells; hit rate 5.6% among 79,000; AID 1794758
HCC-2998: HCC-2998 colon cancer; hit rate 4.7% among 79,000
SW-620: SW-620 colon cancer | hit rate 5.2% among 82,000
An asterisk follows results filed as active; . = not tested or not shown; & = joins results of further samples; ! = repeats disagree. The calls were made as follows: active = growth percent below 10; inactive = the rest. Rows are unselected; about 11% have a hit in one of these screens.

SMILES	SNB-19	HCT-116	HCT-15	SF-539	KM12	SNB-75	SF-295	HCC-2998	SW-620
CC(C)OC(=O)c1ccc2n1CCc1cnc(NC3CCCCC3)nc1-2	107.9	86.9	77.7	94.9	92.2	104.2	99.0	123.7	99.6
Cl[C@@H]1CCO[C@H](c2ccco2)C1	95.7	97.9	98.5	92.3	100.8	91.2	97.0	96.4	101.0
Cc1sc2nc3ncc(-c4ccc(Cl)cc4)nn3c(=O)c2c1C	99.6	100.9	103.3	96.1	102.4	105.7	101.8	.	108.9
CC1=NN(c2nc(-c3ccco3)c(C#N)c(=O)n2C)C(=O)C1N=Nc1c(C)n(C)n(-c2ccccc2)c1=O (stereo not given)	101.1	105.6	94.9	103.2	94.1	89.6	136.5	99.3	106.9
COC1(CO)CCN(c2nnnn2Cc2ccc(F)c(C)c2)CC1	96.3	107.1	99.6	97.0	98.8	.	99.0	104.5	101.8
OC(c1ccccc1)C(Cc1ccccc1)N1CCOCC1 (stereo not given)	99.0	114.7	113.5	116.4	106.8	103.6	114.4	114.8	105.8
O=C(O)c1ccccc1Oc1cc(-c2ccco2)nc(OCCn2cnc3nc[nH]c3c2=O)n1	121.4	100.4	94.7	102.2	107.3	112.2	102.7	96.5	102.3
Cc1[nH]c(=O)c(C#N)cc1-c1ccncc1	104.6	95.0	95.4	98.4	100.9	102.1	113.9	.	104.5
COc1ccc(-c2csc3c(=O)nc4c(C#N)n[nH]n4c23)cc1OC	104.5	89.2	75.7	95.1	84.7	70.2	97.4	93.8	101.3
CNC(=O)C(c1ccc(Cl)cc1)c1ccc(Cl)cc1	94.3	82.6	99.7	98.0	100.2	90.4	93.9	103.1	102.4
CC(CC(=O)c1ccccc1)=NCC(O)CN=C(C)CC(=O)c1ccccc1 (stereo not given)	90.3	98.6	97.4	100.0	96.1	78.9	108.9	111.5	102.9
Cc1nn(-c2nc3ccccc3[nH]2)c(N)c1-c1ccccc1	84.3	91.8	61.0	103.7	86.6	100.3	70.0	106.2	98.0
O=C1CC(=O)N2CCSC2=N1	104.0&105.0	99.1&108.1	108.5&109.5	112.8&97.0	113.5&113.0	90.1&103.3	111.5&136.5	99.3&111.3	104.3&112.0
O=C(CCc1nnc2sc(COc3ccccc3)nn12)c1nc2ncccc2[nH]1	100.1	91.3	100.3	100.2	99.8	79.8	103.4	99.8	85.8
O=[N+]([O-])c1ccc(Br)o1	107.0	100.6	104.7	98.6	99.1	97.5	98.8	95.0	108.7
O=C1Cc2cc(CCn3cncn3)c(Cl)cc2N1	74.4	79.0	54.6	.	36.0	63.6	69.3	75.1	54.2
C=CCNC(=O)C1COc2ccccc2O1 (stereo not given)	96.1	101.8	102.8	102.4	100.2	97.7	102.8	97.0	100.6
O=C(Nc1ccc2c(ccn2Cc2ccc(F)cc2)c1)c1cccnc1	104.9	100.7	78.1	86.3	81.0	49.1	90.2	104.0	82.7
CC(=O)Nc1ccc([I+]c2ccc([N+](=O)[O-])cc2)cc1	108.5	81.0	100.2	100.8	103.9	90.5	118.0	105.8	95.1
OCCNc1nc(Nc2ccc(C3=NN(c4cc(Cl)cc(Cl)c4)C(c4ccc(Cl)cc4)C3)cc2)nc(N2CCOCC2)n1 (stereo not given)	101.5	74.0	69.3	70.0	82.2	84.7	91.3	102.5	102.5
COC(=O)C1=Nc2c/c(=C\c3cc(-c4cc(OC)ccc4OC)oc3O)oc2=C1	104.2	107.7	100.1	102.0	110.0	89.3	.	101.1	98.8
CCCCC(=O)c1ccc(OC(=O)c2ccc([N+](=O)[O-])cc2)cc1	104.2	87.3	97.2	102.8	106.1	91.6	118.7	104.3	103.6
COC(=O)c1noc2cc([N+](=O)[O-])ccc12	110.5	92.8	103.8	88.1	106.2	87.4	103.5	93.7	112.2
O=C1C=CC(=Nc2ccc(O)c(Cl)c2)C=C1	101.3	99.5	105.0	112.2	105.7	58.9	116.4	103.2	111.5
CC(=O)OC[C@@]12CC[C@]3(C)[C@H](CC[C@@H]4[C@@]5(C)CC=C(OC(C)=O)C(C)(C)[C@@H]5CC[C@]43C)[C@H]1[C@@H](C)C(C)=C(C(C)=O)C2	89.9	61.3	78.9	89.5	95.7	87.4	103.1	99.5	92.2
O=C(O)c1cc(Cl)ccc1NS(=O)(=O)c1ccccc1	97.3	106.7	100.0	104.8	106.2	100.5	103.5	108.5	107.7
CCOC(=O)C1=C(C)NC(=O)NC1c1c(Cl)n(C(C)=O)c2ccccc12 (stereo not given)	94.6	94.7	88.6	89.0	105.8	82.5	97.1	101.2	95.2
Cc1cccc([C@@H]2C[C@H](O)Cc3cc(Br)c4ccccc4c3N2)c1	91.8	88.8	81.7	98.9	66.8	80.6	114.9	79.9	101.0
CC1(C)CC(=O)C2=C(C1)N(CCc1ccc(S(N)(=O)=O)cc1)C1=C(C(=O)CC(C)(C)C1)C2c1cccs1	96.1	103.1	103.8	96.4	104.5	112.2	102.2	108.7	102.8
CCCCCCCCN(CCCCCCCC)CC(O)c1ccc(Cl)c(C)c1Cl (stereo not given)	93.2	63.5	80.1	94.3	79.6	86.8	59.6	85.3	44.5
O=C(Nc1ncccc1OCc1ccc(F)cc1)Nc1cccc2ccccc12	96.1	57.5	78.2	106.7	89.0	107.3	105.9	99.5	89.5
COc1cccc(CO)c1OC	110.3	112.3	124.8	106.2	107.5	114.3	91.5	98.7	107.6
COc1ccc2nc(N)ccc2c1	91.9	74.0	90.3	97.6	104.8	85.5	110.8	121.5	85.3
CCOC(=O)CC1(C)SCCN1C(=O)OCC (stereo not given)	100.1	105.7	98.4	99.4	105.3	100.2	110.4	110.2	105.7
Cc1ccc(C2=NN(C=O)C(c3sc(N4CCOCC4)nc3Cl)C2)cc1 (stereo not given)	97.8	109.9	101.8	103.1	104.5	99.7	97.6	106.9	108.1
CCN(CCN(C)C)C(=O)CNCc1cc(C(N)=O)ccn1	103.7	94.4	102.4	104.7	101.5	98.6	104.4	94.2	109.2
CCN(CC)C(=S)SC(SC(=S)N(CC)CC)C(=O)c1nnn(-c2ccc([N+](=O)[O-])cc2)c1C	90.8	95.7	99.0	98.3	98.0	106.7	100.3	104.3	95.5
CCCCC(=O)N(CCC)CCC	102.6	112.6	102.3	108.7	129.2	100.4	98.0	82.2	116.0
CC(C)(C)c1cc(NC(=O)Nc2ccc(-c3cn4c(n3)sc3cc(OCCN5CCOCC5)ccc34)cc2)no1	11.4&37.4	8.7*!	51.5&23.8	-83.3*!	9.2*!	-7.5*!	-58.7*!	56.4&39.1	21.1&49.9
COc1ccc(-c2nc(-c3nc4cc(Cl)c(F)cc4[nH]3)c3ccccn23)cc1	55.5	71.4	59.5	92.8	.	66.2	45.1	72.2	71.6
O=C(CSc1nnc2n1N=C(c1ccc([N+](=O)[O-])cc1)CS2)c1ccc([N+](=O)[O-])cc1	93.4	100.8	116.0	107.1	107.7	101.5	99.2	101.9	96.6
COc1ccc(C(O)c2ccccc2C(O)c2ccc(OC)cc2)cc1 (stereo not given)	99.5	114.1	108.8	111.6	107.6	96.7	106.2	107.6	114.0
CC(O)c1ccc(NC(=O)C2CCN(c3nc(C(F)(F)F)ccc3C#N)CC2)cc1 (stereo not given)	.	76.5	83.8	93.8	96.5	82.5	65.1	98.1	104.4
O=C1OC(c2ccccc2)=N/C1=C\c1ccc2c(c1)OCO2	111.4	110.6	105.7	105.0	112.5	84.1	66.0	97.1	102.8
CC(C)c1cccc(C(C)C)c1NC(=O)OC1CCCCC1	98.5	96.4	93.0	107.5	101.3	79.6	81.0	96.4	102.8
O/N=C1/CCCCC/C1=N/O	96.9	105.8	107.3	100.2	108.0	96.9	.	117.7	105.8
CCc1ncc(C(O)c2ccc(Cl)cc2)n1Cc1ccccc1 (stereo not given)	94.1	93.6	97.2	106.6	103.5	85.7	78.2	87.8	100.5
C/C(=N\NC(=O)CSc1nc2ccccc2c(=O)n1CCc1ccc(S(N)(=O)=O)cc1)c1ccccc1	100.5	79.7	83.0	92.5	89.1	94.2	94.8	104.3	100.0
COc1cc(C=C2C(=O)NC(=S)NC2=O)cc(CN2CCCC2)c1O	104.6	113.4	104.9	100.6	110.2	95.4	103.7	110.3	108.4
Clc1ccc(/C=C/c2nc3ccccc3nc2N2CCN(c3ccccc3)CC2)cc1	98.2	112.9	108.9	108.9	105.9	86.4	122.6	121.5	108.4
COc1ccc(-c2nnc(Nc3ccc(C)cc3C)o2)cc1OC	105.7	89.0	99.4	98.9	97.6	103.4	100.3	102.3	110.6
COc1ccc(Nc2ncccc2NC(=O)c2cn(Cc3cc(OC)c(OC)c(OC)c3)nn2)cc1	98.3	91.1	99.9	97.2	98.7	101.0	100.1	92.5	104.4
CC(=O)c1ccc(-n2cc(CN3CCN(c4cc5c(cc4F)c(=O)c(C(=O)O)cn5C4CC4)CC3)nn2)cc1	98.2	-9.7*	93.8	92.6	84.9	92.7	95.9	86.0	90.0
NC(=O)C(=O)Nc1cccc(-c2ccc(S(=O)(=O)Nc3ccc4c(c3)N(C(=O)C3CC3)CCC4)cc2)c1	73.9	72.1	86.5	88.8	60.3	56.2	60.1	85.8	80.0
CCOC(=O)N1C(=O)NC(=O)C1c1ccc(Cl)cc1 (stereo not given)	93.5	110.3	108.5	103.5	107.9	91.5	96.6	95.5	102.3
Cc1c(N2CCCCC2)[nH]c2ccccc12	115.5	104.6	131.4	121.0	112.5	116.7	89.0	112.9	100.3
C/C=C\[C@]1(O)[C@@]2(O)C(=O)O[C@]13C(=Cc1c(OC)ccc(OC)c1[C@@H]3O)C(=O)C2C (stereo not given in full)	97.9	86.5	92.4	100.8	100.4	89.1	106.0	109.5	63.8
O=C(Nc1ccccc1)Nc1nc(=O)c2ccccc2c(=O)[nH]1	96.1	102.6	99.3	94.5	105.9	75.5	99.0	98.4	92.2
COc1ccc(C/C(=N/O)c2ccc(OC)cc2)cc1	88.2	92.8	105.5	104.4	100.7	96.6	100.3	150.3	95.4
CC(C)C(=O)NC(c1ccco1)c1ccc2cccnc2c1O (stereo not given)	103.7	94.3	58.7	100.0	88.4	85.8	94.8	102.9	92.3

Two records drawn at random from those above:
SMILES	SNB-19	HCT-116	HCT-15	SF-539	KM12	SNB-75	SF-295	HCC-2998	SW-620
CC(C)C(=O)NC(c1ccco1)c1ccc2cccnc2c1O (stereo not given)	103.7	94.3	58.7	100.0	88.4	85.8	94.8	102.9	92.3
C=CCNC(=O)C1COc2ccccc2O1 (stereo not given)	96.1	101.8	102.8	102.4	100.2	97.7	102.8	97.0	100.6

Continuation.
SMILES	SNB-19	HCT-116	HCT-15	SF-539	KM12	SNB-75	SF-295	HCC-2998	SW-620
CCOC(=O)C1=C(N)N(c2ccc(Cl)cc2)C2=C(C(=O)CC(C)(C)C2)C1c1ccccc1Br (stereo not given)	88.9	39.9	46.7	102.0	60.4	83.8	81.9	92.9	62.2
CCN(CC)C(=O)c1c(C)[nH]c(/C=C/C(=O)c2ccc(C(F)(F)F)c(F)c2)c1C	82.2	75.5	79.0	91.3	88.0	80.8	80.9	97.1	95.5
COc1ccc(Oc2nc(Nc3ccc(N4CCOCC4)cc3)ncc2NC(=O)c2ccnc([N+](=O)[O-])c2)cc1	105.0	100.2	67.2	92.3	101.9	87.9	101.2	112.1	114.7
COc1ccc(-c2nn(-c3ccc(S(N)(=O)=O)cc3)c(=O)c3ccccc23)cc1OC	99.9	91.9	99.2	105.3	152.9	82.7	97.9	107.3	105.5
COc1ccc2cc(C(=O)c3cn(-c4ccc(Cl)cc4)nc3C(C)=O)ccc2c1	88.6	65.4	59.7	88.8	57.9	85.9	91.8	90.8	71.3
O=CC(=O)c1ccc(-c2ccc(C(=O)C=O)cc2)cc1	103.8	98.5	107.1	102.3	100.1	89.5	97.8	106.6	110.3
O=C(/C=C/c1cc2ccccc2[nH]c1=O)c1ccc(Cl)cc1	47.6	2.8*	41.6	.	-1.1*	16.8	42.7	10.2	-19.9*
CC/C(=C(\c1ccc(OCCN2CCOCC2)cc1)c1ccc(OC(=O)C2CCCCC2)cc1)c1ccc(Cl)cc1	103.4	104.5	110.3	110.8	104.0	95.8	106.0	101.4	101.3
COc1cc(/C(=C2/O[C@@H]([C@H](O)CO)[C@H]3OC(C)(C)O[C@@H]23)c2ccc3ccccc3c2)cc(OC)c1OC	106.4	86.8	94.5	99.6	82.3	95.8	87.4	.	.
CNCC(OC)c1ccc(O)c(O)c1 (stereo not given)	117.4	95.6	114.9	117.5	104.2	82.5	120.5	110.6	100.9

Compound profiles (already shown).
Record of CCOC(=O)C1=C(N)N(c2ccc(Cl)cc2)C2=C(C(=O)CC(C)(C)C2)C1c1ccccc1Br (stereo not given) : SNB-19 = 88.9; HCT-116 = 39.9; HCT-15 = 46.7; SF-539 = 102.0; KM12 = 60.4; SNB-75 = 83.8; SF-295 = 81.9; HCC-2998 = 92.9; SW-620 = 62.2
Record of CCN(CC)C(=O)c1c(C)[nH]c(/C=C/C(=O)c2ccc(C(F)(F)F)c(F)c2)c1C : SNB-19 = 82.2; HCT-116 = 75.5; HCT-15 = 79.0; SF-539 = 91.3; KM12 = 88.0; SNB-75 = 80.8; SF-295 = 80.9; HCC-2998 = 97.1; SW-620 = 95.5
Record of COc1ccc2cc(C(=O)c3cn(-c4ccc(Cl)cc4)nc3C(C)=O)ccc2c1 : SNB-19 = 88.6; HCT-116 = 65.4; HCT-15 = 59.7; SF-539 = 88.8; KM12 = 57.9; SNB-75 = 85.9; SF-295 = 91.8; HCC-2998 = 90.8; SW-620 = 71.3
